# Assay outcomes: PubChem BioAssay, National Center for Advancing Translational Sciences (NCATS)
# HP1b chromo inh = HP1-beta chromodomain-methylated histone interaction inhibition; Potency, µM (highest dose often 114 µM), for inactives: at the top dose activity change, negative = inhibition, most hits filed as inhibitors; AID 540317; P83916; hit rate 0.56% among 390,000; AlphaScreen HP1-beta / biotin-H3K9me3 peptide binding; also: potency is read from the fitted curve at half-maximal effect; nearly all actives have a fitted effect of over 70% in size; inactives centre near 23
# Target sequence (P83916 whole entry, looked up): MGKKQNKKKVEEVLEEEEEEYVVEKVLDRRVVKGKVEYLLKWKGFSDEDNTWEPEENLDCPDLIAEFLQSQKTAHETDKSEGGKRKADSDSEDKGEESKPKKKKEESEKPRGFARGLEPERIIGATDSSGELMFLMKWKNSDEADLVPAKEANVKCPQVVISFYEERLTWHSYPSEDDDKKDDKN
#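 Compound inhibition of the preformed complex between 50 nM HP1-beta and 50 nM biotinylated H3K9me3 peptide was read by AlphaScreen. Buffer was PBS pH 7.4 with 0.01% Tween-20. Incubations ran 30 min at room temperature, with 10 ug/mL donor/acceptor beads.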
# PI4K2A block = PI4K2A (human) kinase inhibition. Q9BTU6. purified PI4K2A, ADP-Glo luminescence, 1 h; stronger effect = lower value. activity change, negative = inhibition, % at 76.9 µM. hit rate 0.13% among 420,000; in the data active = activity change below about -50%; inconclusive = mostly about -30% to -49%;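 also: -100% = wells without enzyme as full effect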
#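 Compounds are screened against recombinant PI4K2A using PI as substrate and ATP, the latter dispensed at 300 microM. Reactions run one hour at ambient temperature before ADP-Glo detection; full inhibition defined by wells lacking enzyme.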
# BAZ2B block = inhibitors of human BAZ2B bromodomain; Q9UIF8; AlphaScreen BAZ2B-H3K14Ac peptide displacement; hit rate 4.4% among 360,000; AID 504333; Potency, µM (highest dose often 114 µM), without a hit: top-dose activity change, negative = inhibition, most hits filed as inhibitors; also: potency is read from the fitted curve at half-maximal effect; % is scaled to controls: 0 for no effect and ±100 for the full control effect; nearly all actives have a fitted effect of over 60% in size
#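 Complex of BAZ2B and biotin-H3K14Ac (50 nM apiece) forms over 30 min at RT, then faces library compounds up to 110 uM for another 30 min; AlphaScreen beads added, 20 min dark incubation, luminescence read.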
# GLS inhibitor = glutaminase GLS (human) inhibition; O94925; GLS enzymatic activity, qHTS titration; Potency, µM (doses to about 45.5 µM), inactives show at the top dose activity change, negative = inhibition, hits mostly inhibitors; hit rate 0.21% among 410,000; AID 624170; also: potency is read from the fitted curve at half-maximal effect; % is scaled to controls: 0 for no effect and ±100 for the full control effect
# Target sequence (O94925 whole entry, looked up): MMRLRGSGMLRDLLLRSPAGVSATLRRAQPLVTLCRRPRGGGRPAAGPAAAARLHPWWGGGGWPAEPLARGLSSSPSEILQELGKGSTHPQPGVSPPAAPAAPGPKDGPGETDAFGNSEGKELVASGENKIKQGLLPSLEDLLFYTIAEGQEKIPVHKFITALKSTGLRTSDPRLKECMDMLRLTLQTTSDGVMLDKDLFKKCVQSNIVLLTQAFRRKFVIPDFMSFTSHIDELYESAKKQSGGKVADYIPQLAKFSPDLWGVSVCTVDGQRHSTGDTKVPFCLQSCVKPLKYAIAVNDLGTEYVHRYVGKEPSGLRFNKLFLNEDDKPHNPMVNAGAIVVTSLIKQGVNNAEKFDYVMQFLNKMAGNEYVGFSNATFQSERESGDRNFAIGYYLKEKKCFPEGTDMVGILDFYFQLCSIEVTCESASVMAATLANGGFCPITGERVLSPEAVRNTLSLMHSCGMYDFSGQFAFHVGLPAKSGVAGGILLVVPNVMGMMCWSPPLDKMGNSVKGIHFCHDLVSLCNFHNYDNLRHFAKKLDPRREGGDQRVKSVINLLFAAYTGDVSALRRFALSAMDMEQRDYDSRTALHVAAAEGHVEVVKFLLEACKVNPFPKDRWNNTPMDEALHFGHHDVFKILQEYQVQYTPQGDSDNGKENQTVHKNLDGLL
#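 Enzyme dispensed in phosphate buffer (45 mM, pH 8.2, 0.02% Tween-20), compounds pinned in, then 1 mM L-glutamine solution and the glutamate oxidase–HRP–Amplex Red mix added; fluorescence read immediately and again after 30 min at room temperature.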
# JMJD2A Tudor = inhibitors of human JMJD2A Tudor domain; AID 504339; hit rate 4.4% among 390,000; O75164; AlphaScreen JMJD2A-Tudor / H3K4me3 peptide binding; Potency, µM (series often up to 114 µM), for the others: top-dose activity change, negative = inhibition, hits mostly inhibitors; also: potency is read from the fitted curve at half-maximal effect; % is scaled to controls: 0 for no effect and ±100 for the full control effect; nearly all actives have a fitted effect of over 50% in size
# ERG-DNA inh = inhibitors of human ERG Ets domain-DNA interaction; P11308; fluorescence polarization, His-ERG Ets domain / labelled DNA; Potency, µM (titrated, usually from 76.9 µM), inactives show at the top dose FP activity, negative = inhibition, usual class: inhibitors; hit rate 0.028% among 370,000; AID 624246; active = well fitted inhibition curve with a large enough effect in the polarisation, with a control signal flat; inconclusive = small, poorly fitted or top-dose-only effect, or effect the other way, or a change in a side signal; inactive = no such curve, though single readings can be large or run the other way; the % refers to the polarisation;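 also: polarization taken with two DNA probes labelled with fluorescein and Texas red; potency is read from the fitted curve at half-maximal effect; % of control where 0% means no effect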
#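 His-tagged ERG Ets domain (1 uM in the protein solution; 300mM KCl, 50mM Tris-HCl, 1mM EDTA, 1mM DTT, pH 7.5) received compound, then a probe mix of 5 nM fluorescein-DNA and 100nM Texas-615-DNA. Fluorescence polarization was read for both dyes.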
# ALOX12 inh = ALOX12 (human) lipoxygenase inhibition | hit rate 1.1% among 580,000 | P18054 | purified 12hLO, xylenol orange hydroperoxide absorbance | AID 1671190 | Potency, µM (highest dose often 108 µM), inactives show at the top dose activity change, negative = inhibition, usual class: inhibitors; also: potency is read from the fitted curve at half-maximal effect; % is scaled to controls: 0 for no effect and ±100 for the full control effect
#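 Hydroperoxide product was detected by ferrous iron/xylenol orange as the 573 to 405 nm absorbance ratio. Arachidonic acid at 40 uM (final) was turned over for 30 min at room temperature by 150 nM human 12hLO, pH 7.0 Hepes buffer, after 15 min compound preincubation.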
# RGS4 inh = inhibitors of human regulator of G protein signaling 4. P49798. Transcreener GDP fluorescence polarization, RGS4-accelerated GTP hydrolysis. Potency, µM (titrated, usually from 114 µM), without a hit: top-dose activity change, negative = inhibition, usual class: inhibitors. hit rate 0.039% among 390,000. AID 504845; also: potency is read from the fitted curve at half-maximal effect; % is scaled to controls: 0 for no effect and ±100 for the full control effect; nearly all actives have a fitted effect of over 75% in size; some results filed as inactive show a strong effect at the top dose
# Target sequence (P49798 whole entry, looked up): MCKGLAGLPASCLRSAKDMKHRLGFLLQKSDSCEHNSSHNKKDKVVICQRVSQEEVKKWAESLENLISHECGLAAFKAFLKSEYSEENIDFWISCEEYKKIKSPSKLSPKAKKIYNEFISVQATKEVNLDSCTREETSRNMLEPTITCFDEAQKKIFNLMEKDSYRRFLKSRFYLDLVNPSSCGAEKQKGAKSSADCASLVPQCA
#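 MLSMR compounds (23 nl, pin-transferred) preincubated 10 min at room temperature with a 500nM (2x) first reagent, then RGS4 at 900nM (2x) plus Transcreener GDP mix added; fluorescence polarization (620/688 nm) read before and after 90 min at 30 °C.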
# G9a block = inhibitors of human histone lysine methyltransferase G9a; Q96KQ7; G9a H3K9 monomethylation, AlphaScreen, 2 h; Potency, µM (titrated, usually from 102 µM), without a hit: at the highest dose activity, negative = inhibition, actives largely listed as inhibitors; hit rate 8.8% among 350,000; also: potency is read from the fitted curve at half-maximal effect; % is scaled to controls: 0 for no effect and ±100 for the full control effect; nearly all actives have a fitted effect of over 75% in size
#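 Compounds were preincubated with 20 nM G9a for 15 min, after which biotinylated H3K9 peptide (500 nM) and SAM (20 uM) started a 2 h room-temperature reaction. Monomethylated product was quantified by antibody-based AlphaScreen chemiluminescence.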
# Starred values were filed as active, the others as inactive; ? = inconclusive; nt = no result given; [ ] = remark or other dose. Unless noted, calls follow the shape of the dose curve; as a rule, active = well fitted curve in the direction sought with a large enough effect; inconclusive = small, poorly fitted or top-dose-only effect, or another doubt; inactive = no such curve, though single readings can be large; an effect the other way counts as inactive or inconclusive.
SMILES,HP1b chromo inh,PI4K2A block,BAZ2B block,GLS inhibitor,JMJD2A Tudor,ERG-DNA inh,ALOX12 inh,RGS4 inh,G9a block
CCOc1c2ccc(C(=O)NCC34CC5CC(CC(C5)C3)C4)cc2nn1CC,5%,-8,3%[57.1 µM],-2%,-9%,2%,?,18%,-27%
CC(=O)N1CCN(C(=O)CCc2nc3ccccc3c(=O)[nH]2)CC1,39%[activator],0,-3%,-4%,-4%,18%,10%,-6%,13%[12.7 µM]
COc1ccc(CNCCCSc2ncccn2)cc1OC,35%,0,-7%,-10%,-5%,7%,-12%,-2%,6%
COC(=O)c1sccc1-n1cccc1C(=O)NCc1ccccc1,56%[activator],-1,0%,-14%,-5%[11.4 µM],7%,-1%,-6%[11.4 µM],-4%[59 µM]
Cc1ccccc1OCCC(=O)OCC(=O)Nc1ccc(C(N)=O)cc1,15%,1,-5%,3%,-2%,3%,6%,14%,nt
COc1cc(C2c3c([nH]c(=O)[nH]c3=O)Nc3ccc4ccccc4c32)cc(OC)c1OC (configuration not stated),71µM*,-60*,56µM*,?,?,-11%,?,?,?
CCCCN(C)S(=O)(=O)c1ccc(C(=O)Nc2nnc(CSC)o2)cc1,27%,1,?,7%,79µM*,-9%,3%,9%,nt
c1ccc2c(c1)oc1c(Nc3ccc(CN4CCOCC4)cc3)ncnc12,19%,-7,?,10%,?,-3%,?,-19%,?
O=C(NCCNc1ccc([N+](=O)[O-])cc1C(F)(F)F)c1ccccc1F,?,2,-28%,2%,-8%[11.4 µM],-8%,-7%,13%[11.4 µM],49%[0.501 µM]
Cc1ccc(C)c(N2CCN(C(=O)CCC(=O)Nc3nnc(C(F)(F)F)s3)CC2)c1,69%[activator],5,-19%,2%,-14%,0%,-8%,-13%[56.9 µM],-8%
O=C(C1=NNC2C(=O)N(c3ccccc3)C(=O)C12)c1nc(Cl)ccc1Cl (configuration not stated),23%,2,1%,1%,-7%,-9%,9%,16%,8%
Brc1cccc(OCCCN2CCCCCC2)c1,?,-2,50µM*,-8%,22µM*,2%,-27%,-20%,10µM*
Cc1ccc(C(=O)c2c[nH]cc2-c2ccccc2)cc1,13%,-2,-27%,11%,-17%,-4%,-19%,26%,-32%[59 µM]
CC(c1ccccc1C(=O)O)c1cc(F)cc2ccccc12 (configuration not stated),15%,-9,nt,-4%,-8%,1%,-3%,-2%,nt
Cc1cc(NC(=O)c2ccccc2Cl)n(C(C)(C)C)n1,16%,-2,-2%,-2%,-5%,-7%,-4%,14%,8%
O=C(CCn1c(=S)[nH]c2ccccc2c1=O)NCCc1ccccc1,26%,5,nt,4%,-2%,-4%,13%,24%,-31%
CC(=O)N1Cc2cc(N)ccc2Oc2ccccc21,34%,4,-21%,0%,-17%,0%,-3%,-20%,-7%
C=CCNC(=O)c1cnn(-c2ccccc2)c1-c1ccccc1,71%[activator],3,15%,-2%,-5%,-4%,-11%,-1%[56.9 µM],-5%
C/C(CC(=O)Nc1ccc(Cl)cc1)=N\NC(=O)C(=O)NCCO,28%,0,0%,-8%,-10%,5%,10%,1%,6%
Cc1occc1C(=O)Nc1nnc(-c2cccs2)s1,43%[activator],1,-14%,-2%,-6%,-15%,-2%,-22%,-3%
COc1ccc(CCn2ccc(O)c(Cc3ccc(Cl)cc3)c2=O)cc1OC,41%[activator],5,-8%,0%,-6%,-3%,-7%,-3%,7%
O=C(CSc1nc(-c2ccccc2)cc(=O)[nH]1)N1CCc2ccccc21,?,5,-39%,?,?,5%,-22%,-27%[11.4 µM],-7%[12.7 µM]
Cc1ccc(CN2C(=O)CSC2c2ccccc2F)cc1 (configuration not stated),17%,-3,8%,7%,15%,0%,1%,11%,-4%[2.33 µM]
C=CCN(c1ccccc1OC)S(=O)(=O)c1cccc(C(=O)NCC(c2ccc(OC)cc2)N2CCCC2)c1 (configuration not stated),11%,-3,nt,-1%,-29%,-17%,-4%,-10%,nt

# Another view of 3 compounds above:
# The line under a structure holds: HP1b chromo inh | PI4K2A block | BAZ2B block | GLS inhibitor | JMJD2A Tudor | ERG-DNA inh | ALOX12 inh | RGS4 inh | G9a block
> C/C(CC(=O)Nc1ccc(Cl)cc1)=N\NC(=O)C(=O)NCCO
→ 28% | 0 | 0% | -8% | -10% | 5% | 10% | 1% | 6%
> Cc1occc1C(=O)Nc1nnc(-c2cccs2)s1
→ 43%[activator] | 1 | -14% | -2% | -6% | -15% | -2% | -22% | -3%
> COc1ccc(CCn2ccc(O)c(Cc3ccc(Cl)cc3)c2=O)cc1OC
→ 41%[activator] | 5 | -8% | 0% | -6% | -3% | -7% | -3% | 7%

# Continued.
SMILES,HP1b chromo inh,PI4K2A block,BAZ2B block,GLS inhibitor,JMJD2A Tudor,ERG-DNA inh,ALOX12 inh,RGS4 inh,G9a block
COc1ccc(Cl)cc1NC(=O)N1CCC(CN2CCc3ccccc3C2)CC1,72%[activator],10,-6%,1%,-17%,-3%,-17%,23%,-29%[59 µM]
CSCCC(NC(=O)COc1ccccc1)C(=O)N(C)Cc1ccc(F)cc1 (configuration not stated),10%,-3,-3%,2%,-23%,-5%,74%[activator],4%,23%[12.7 µM]
O=C(Nc1cccc(Br)c1)c1ccn[nH]1,20%,5,-21%,nt,9%,-4%,0%,3%,7%[59 µM]
Cc1cccc(NC(=O)CSc2ncc(-c3ccc(Br)cc3)[nH]2)c1,33%,2,2%,15%,-10%,1%,-18%,-21%,2%[59 µM]
O=[N+]([O-])c1ccc(Cl)c2cccnc12,14%,-1,-3%,18%,-16%,4%,-25%,10%,11%
CCc1ccc2occ(CC(=O)Nc3c(C(=O)c4ccc(F)cc4)oc4ccccc34)c2c1,37%,1,-2%,12%,-2%,-7%,3%,6%,?
COc1ccc(OC)c(S(=O)(=O)NCc2ccccn2)c1,-7%,-2,0%,-5%,-11%,3%,-14%,-10%,23%
Cc1ccc(C(=O)NCC(=O)OCC(=O)c2c(N)n(C)c(=O)n(C)c2=O)s1,16%,0,nt,-3%,-25%,-4%,-3%,-8%,3%[59 µM]
O=C(N/N=C/c1cccnc1)C12CC3CC(CC(C3)C1)C2,26%,16,-3%,-2%,-19%,-5%,9%,1%,9%
O=c1c(S(=O)(=O)c2cccc(Cl)c2)cn(Cc2ccccc2)c2cc(N3CCCCC3)c(F)cc12,25%,1,-1%,2%,-24%,4%,1%,15%,-2%[59 µM]
O=C1C2CC=C(Cl)CC2C(=O)N1CCCCCCN1C(=O)C2CC=C(Cl)CC2C1=O (configuration not stated),?,-6,45µM*,0%,45µM*,nt,?,6%,11µM*
CCc1nnc(NC(=O)c2ccc(COc3ccccc3C)o2)s1,-2%,2,-10%,6%,-23%,-4%,-12%,-3%,9%

# Three entries from above, sorted by number of heavy atoms, falling:
SMILES,HP1b chromo inh,PI4K2A block,BAZ2B block,GLS inhibitor,JMJD2A Tudor,ERG-DNA inh,ALOX12 inh,RGS4 inh,G9a block
COc1ccc(Cl)cc1NC(=O)N1CCC(CN2CCc3ccccc3C2)CC1,72%[activator],10,-6%,1%,-17%,-3%,-17%,23%,-29%[59 µM]
Cc1cccc(NC(=O)CSc2ncc(-c3ccc(Br)cc3)[nH]2)c1,33%,2,2%,15%,-10%,1%,-18%,-21%,2%[59 µM]
O=C(N/N=C/c1cccnc1)C12CC3CC(CC(C3)C1)C2,26%,16,-3%,-2%,-19%,-5%,9%,1%,9%

# The list continues:
SMILES,HP1b chromo inh,PI4K2A block,BAZ2B block,GLS inhibitor,JMJD2A Tudor,ERG-DNA inh,ALOX12 inh,RGS4 inh,G9a block
COc1ccc(OC)c(C(=O)Cn2nnc3ccccc3c2=O)c1,11%,5,8%,3%,-19%,-4%,-10%,-16%,-6%
CCCc1ccc(C(=O)COC(=O)CN2C(=O)NC3(CCCCC3C)C2=O)cc1 (configuration not stated),24%,0,3%,2%,-8%,10%,-23%,10%,-4%[12.7 µM]
CC(=O)N(c1ccc(C(F)(F)F)cc1)S(=O)(=O)c1ccc(N2C(=O)CCC2=O)cc1,30%,2,0%,4%,-9%,-7%,6%,5%,-7%[12.7 µM]
COc1cccc(/C=C/c2ccc3cccc(O)c3n2)c1,45%,-9,-5%,0%,17%,6%,-9%,-10%,98%[activator]
CC(=O)c1cccc(OCC(=O)Nc2ccccc2N2CCOCC2)c1,25%,8,7%,1%,3%,5%,-4%,-8%,-3%[2.33 µM]
COc1ccc(CCNC(=O)CN(c2ccc(OC)c(OC)c2)S(C)(=O)=O)cc1OC,25%,5,6%,-4%,-1%,-2%,-22%,-10%,0%[12.7 µM]
CC1CCN(C(=S)NC(=O)c2ccccc2)CC1,28%,-3,-29%,21%,-19%,-13%,0%,-47%,-71%
COc1ccc(C(=O)NNC(=S)NC(=O)c2ccc(Cl)cc2)cc1,10%,-3,nt,18%,-14%,-6%,0%,-48%,nt
C[C@@H](NC(=O)[C@@H]1Cc2ccccc2CN1)C(=O)Nc1ccc2c(c1)OCO2,4%,0,-38%,4%,-27%,4%,-3%,-15%,?
COc1cc(C)c(C(C)C)cc1S(=O)(=O)n1cnc(C)c1,12%,0,1%,-14%,-34%,0%,?,10%,-15%[59 µM]
COC(=O)C(N)Cc1ccc(O)c(O)c1 (configuration not stated),0%,2,-31%,-13%,-15%,-3%,6.3µM*,45%,?

# A portion of the library (hit frequency here may not be typical).
